# RAM network inh: inhibitors of the yeast RAM network; inhibition, % at 50 µM; AID 868; S. cerevisiae dse1pr::URA3 reporter, 5-FOA growth OD615, 2 d; analog-sensitive cbk1-as2 kinase mutant strain; actives 1.8% (n = 190,000);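 active = inhibition above a set limit, 3 SD over mean compound inhibition, cut at about 8.4% in these data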;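 note: 0% = DMSO-only wells with no growth and 100% = 10 µM 1-NA-PP1 full growth; inhibition rescues growth on 5-FOA so higher OD means more RAM inhibition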
# STAT3 act: increases IL-6 driven STAT3 reporter signal; AID 871; activation (% of control), % at 5.6 µM; U3A cells, IL-6 STAT3-luciferase reporter, luminescence; 100% = signal with IL-6 EC80 alone; actives 0.91% (n = 190,000);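 active = activation above the screen-wide mean of compound activation plus 3 SD, cut at about 130% in these data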;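 note: 0% = background luminescence of wells with medium and substrate only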
#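 Detection: reporter luminescence signal / Assay system: STAT1-lacking human U3A cells, STAT3 luciferase reporter / Incubation: compound pre-incubation 1 h before IL-6, then 6 h stimulation at 37 °C / Control set: IL-6-only high control / Read-out: % activation relative to IL-6 control / Probe or stimulus: Interleukin-6, 33 ng/mL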
# STAT1 blocker: inhibitors of IFN-gamma induced STAT1 signaling; NIH 3T3 STAT1-luciferase reporter, luminescence; inhibition, % at 5.5 µM; actives 0.35% (n = 200,000);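 active = inhibition above a set limit, the mean inhibition across all tested compounds plus 3 SD, cut at about 34% in these data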;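 note: 0% = IFN-gamma with DMSO and 100% = IFN-gamma with 300 µM nifuroxazide; values of inactives mirror those of a sister screen read the other way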
# NF-kB expr up: raises NF-kB expression in human neuronal cells; NF-kB reporter expression; active compounds read high; fold change at 12.5 µM; actives 1.6% (n = 190,000); in the data active = fold change above about 3.3
# APP 5UTR inh: APP translation inhibition; actives 0.82% (n = 190,000); SH-SY5Y APP 5'UTR-luciferase reporter, luminescence; AID 1285; inhibition, % at 2 µM;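 active = inhibition above a set limit, derived from the sample mean plus 3 SD, cut at about 45% in these data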; note: values of inactives mirror those of a sister screen read the other way
# STAT3 inh: reduces IL-6 driven STAT3 reporter signal; U3A cells, IL-6 STAT3-luciferase reporter, luminescence; host cell line lacks STAT1; inhibition, % at 5.5 µM; actives 0.89% (n = 190,000);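 active = inhibition above the mean inhibition across all screened compounds plus 3 SD, cut at about 44% in these data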;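 note: 0% = DMSO only wells and 100% = 100 µM nifuroxazide control wells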
# STAT1 act: increases IFN-gamma driven STAT1 reporter signal | NIH 3T3 STAT1-luciferase reporter, luminescence; 100% = IFN-gamma alone, no compound | activation (% of control), % at 5.5 µM | actives 2.6% (n = 200,000);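 active = activation above the screen-wide mean activation plus 3 SD, cut at about 130% in these data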;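 note: raw ratio to IFN-gamma control signal so 100% means no change and 0% no light; values of inactives mirror those of a sister screen read the other way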
# Hsp70 act: switches on Hsp70 transcription. HeLa Hsp70 promoter luciferase reporter, luminescence; scaled: vehicle 0, proteasome-inhibitor control 100%. activation, % at 10 µM. actives 0.04% (n = 200,000);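 active = activation above the mean across all tested compounds plus 3 SD, cutoff set per campaign, cut at about 5.5% in these data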;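 note: 100% = MG132 at 30 µM as the positive control and 0% = DMSO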
# FLuc inh counter: inhibits firefly luciferase, flagging false hits in luciferase inhibition screens; actives 1.5% (n = 200,000); inhibition, % at 10 µM; ATPLite firefly luciferase biochemical luminescence, 10 min; P08659; AID 1006;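 active = inhibition above about 50% when tested at 10 µM, limit read from the data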
# Target sequence (P08659 whole entry, looked up): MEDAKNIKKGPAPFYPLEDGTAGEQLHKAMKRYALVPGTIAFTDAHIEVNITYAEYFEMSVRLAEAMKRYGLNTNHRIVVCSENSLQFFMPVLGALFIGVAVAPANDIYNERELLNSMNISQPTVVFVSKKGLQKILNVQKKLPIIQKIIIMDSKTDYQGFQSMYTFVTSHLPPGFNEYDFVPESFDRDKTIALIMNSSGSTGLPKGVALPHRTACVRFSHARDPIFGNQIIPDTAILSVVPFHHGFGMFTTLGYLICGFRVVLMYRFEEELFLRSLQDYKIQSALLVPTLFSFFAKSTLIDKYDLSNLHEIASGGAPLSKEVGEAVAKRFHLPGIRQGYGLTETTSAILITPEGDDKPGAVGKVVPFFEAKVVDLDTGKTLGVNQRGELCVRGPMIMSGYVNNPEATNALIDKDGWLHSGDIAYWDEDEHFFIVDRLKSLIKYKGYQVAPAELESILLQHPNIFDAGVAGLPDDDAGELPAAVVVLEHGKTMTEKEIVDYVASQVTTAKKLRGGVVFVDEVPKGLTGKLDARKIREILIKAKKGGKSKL
# APP 5'UTR act: activates APP 5'UTR luciferase reporter | SH-SY5Y APP 5'UTR luciferase reporter, luminescence; zero percent = DMSO vehicle wells | activation, % at 2 µM | actives 1% (n = 190,000) | AID 1276;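 active = activation above a set limit, based on mean plus 3 SD of controls, cut at about 140% in these data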; note: values of inactives mirror those of a sister screen read the other way
# The depositor's hits bear a star; . = not tested or not shown. The list is partial (hit frequency here may not be typical).
SMILES,RAM network inh,STAT3 act,STAT1 blocker,NF-kB expr up,APP 5UTR inh,STAT3 inh,STAT1 act,Hsp70 act,FLuc inh counter,APP 5'UTR act
COc1cc(C(c2c(C)[nH]n(-c3ccccc3)c2=O)c2c(C)[nH]n(-c3ccccc3)c2=O)cc(OC)c1OC,0.1,106.9,7.7,1.41,-3.9,-0.4,93.1,-0.4,-11.9,4.0
O=C(O)C1CN2CCC1CC2 (stereo not drawn),0.3,105.9,-1.9,1.02,-12.6,-1.2,101.8,0.0,-4.8,12.6
Clc1ccc2c(c1)C(c1ccccc1Cl)=NCc1nnc(Br)n1-2,2.6,90.3,1.5,1.43,6.1,14.7,97.0,0.1,0.5,-6.1
CC(C)CN(CC(C)C)C(=O)C1C2c3ccccc3C(c3ccccc32)C1C(=O)O (stereo not drawn),0.7,99.7,-1.1,0.89,4.9,3.7,99.0,0.0,-0.4,-4.9
CCOC(=O)c1c(NC(=O)C(c2ccccc2)c2ccccc2)sc2c1C1CCN2CC1,1.1,103.8,0.1,0.86,2.4,0.3,99.9,-0.3,-5.4,-2.4
Cc1nn(Cc2ccccc2)c(C)c1C(=O)NCc1ccccc1,-0.5,94.4,0.3,1.05,-3.2,12.0,99.6,-0.1,-8.1,3.2
CCOC(=O)c1c(C)n(Cc2ccccc2)c2ccc(OCC(O)Cn3nc(C)cc3C)cc12 (stereo not drawn),7.6,103.7,0.5,0.43,8.2,-3.4,99.5,-0.1,-2.5,-8.2
c1cc2n(c1)-c1c(ccc3c1OCO3)CNC2c1ccc2c(c1)OCO2 (stereo not drawn),-0.7,96.0,-2.1,0.83,-5.4,7.3,101.9,0.1,-1.6,5.4
NC(=S)/N=C/c1c(O)[nH]c(=O)[nH]c1=O,1.0,100.8,-0.1,3.4*,-23.9,2.6,99.0,-0.3,-1.9,23.9
O=C1NC(=O)C(=Cc2ccc(N3CCOCC3)o2)C(=O)N1,3.0,104.3,-7.4,1.04,-8.0,-1.3,105.0,-0.3,5.6,8.0
COC(=O)C(O)(c1ccc(NC(=O)NC2CCCCC2)cc1)C(F)(F)F (stereo not drawn),2.0,112.7,-49.0,1.16,-35.5,-10.5,144.5*,0.4,18.7,35.5
CC(=O)CC(C)(C)n1c[n+](C)nn1,1.6,103.7,-2.3,1.04,6.9,0.8,102.1,0.0,-6.4,-6.9
CN(C)c1cc(N)c2c(n1)CCC2 (tested in a mixture with another compound),-1.0,102.3,5.3,1.05,-0.1,-3.0,95.1,-0.5,-2.2,0.1
CCN(CC)c1ccc([N+](=O)[O-])c2cccnc12,1.1,92.8,10.4,0.93,-8.7,13.5,88.7,-0.2,1.5,8.7
CN(C)C(=O)Oc1ccc(-c2cn3cc(Cl)ccc3n2)cc1,3.0,66.3,-47.2,6.84*,-166.8,42.5,141.4*,-0.2,86.4*,166.8*
O=C(CCN1CCCCC1)NCC(=O)Nc1ccc(Br)cc1C(=O)c1ccccc1,-0.3,104.8,2.4,0.86,5.0,-1.0,97.9,0.3,-3.1,-5.0
O=C(Cn1cnc2ccccc2c1=O)NCC(=O)N1CCC2(CC1)OCCO2,1.4,97.5,5.1,0.99,-4.8,8.7,95.3,-0.6,-5.3,4.8
COc1ccc(-n2c(C)nc3cc(C(=O)N4CCC5(CC4)OCCO5)ccc32)cc1,-0.2,106.4,-4.9,0.88,-0.4,-1.0,103.4,-0.2,-7.7,0.4
Cc1cc(OC(=O)c2ccco2)c2c3c(c(=O)oc2c1)CCC3,4.5,85.5,-1.4,0.93,-10.7,19.1,101.2,-0.1,-1.3,10.7
O=c1[nH]c(O)c(C=Nc2ccccc2[N+](=O)[O-])c(=O)[nH]1,1.4,93.5,-2.1,1.2,-0.2,14.8,101.6,-0.3,-2.0,0.2
CCOc1ccc(CC2C(=O)NC(=O)N(c3ccc(CC)cc3)C2=O)cc1 (stereo not drawn),-0.5,102.4,8.8,1.21,0.8,-2.9,87.8,-0.1,2.1,-0.8
COc1cc(NC(=O)CN2C3CCC2CC(O)(c2cccnc2)C3)cc(OC)c1 (stereo not drawn),-0.8,101.5,-6.6,0.91,4.4,-1.7,105.9,-0.3,-0.3,-4.4
CC(=O)OC1C2CCC1C(N1CCCC1)CC2 (stereo not drawn),0.1,97.1,-5.8,1.02,-16.1,9.0,105.3,-0.4,-3.6,16.1
CCN(CC)c1ccc(N=Cc2c(O)n(-c3ccccc3C)c(=O)[nH]c2=O)cc1,1.2,93.0,-0.2,1,-18.9,12.7,100.1,-0.2,-4.7,18.9
CCC(C)N1C(=O)/C(=C\c2ccc(N3CCCCCC3)cc2)C(=O)NC1=S (stereo not drawn),6.4,96.8,-4.0,0.99,18.2,1.7,103.5,0.2,6.1,-18.2
CC1C(c2cccs2)=[N+]([O-])C(C)(C(=O)c2ccc(Cl)cc2)N1O (stereo not drawn),.,111.0,-0.7,.,17.6,-2.2,99.3,0.2,.,-17.6
COc1ccc(C(=O)C2CCCN(Cc3ccon3)C2)cc1OC (stereo not drawn),1.5,95.2,-0.1,1.12,-6.3,7.3,99.1,-0.1,-0.1,6.3
Cc1cc(C=O)c(C)n1C1CCCCC1,0.3,98.7,0.1,1.07,2.1,1.7,99.9,-0.3,0.4,-2.1
CCCCCCN=C(CC)c1c(O)n(CCCC)c(=O)[nH]c1=O,0.7,99.1,7.7,0.86,4.3,5.3,93.0,-0.4,-2.5,-4.3
C/C1=C\[C@@H](C)C/C=C/[C@H]2[C@@H]3O[C@]3(C)[C@@H](C)[C@H]3[C@H](Cc4c[nH]c5ccccc45)NC(=O)[C@]32C(=O)/C=C/C(=O)[C@@H]1O,-0.4,.,14.2,0.19,83.8*,.,86.0,0.2,-9.0,-83.8
CCC1(c2ccccc2)C(=O)N(COC)C(=O)N(COC)C1=O,2.1,99.9,3.1,1.51,7.3,6.2,97.1,-0.4,-3.1,-7.2
CCc1cc2c(s1)N(CC(=O)OC)C(=O)CN=C2c1ccccc1OC,3.8,101.5,4.0,1.13,3.2,4.0,95.9,-0.2,-3.5,-3.2
CC(C)Oc1ccc(Cc2c(O)[nH]c(=O)[nH]c2=O)cc1,-0.3,103.0,-4.8,1.24,-5.3,0.1,104.4,-0.4,-9.4,5.3
O=C(c1ccc(-c2ccccc2)c(F)c1)C1CCCN(CCO)C1 (stereo not drawn),-0.5,105.1,-4.5,1.63,-1.4,0.1,104.1,-0.3,-0.4,1.4
CCOC(=O)c1ccc(NC(=O)c2c(O)[nH]c(=O)[nH]c2=O)cc1,1.7,103.4,-4.2,1.14,4.2,-0.1,103.8,-0.1,-4.0,-4.2
O=C(O)C1(c2ccc(Cl)cc2)CCC1,0.6,103.3,-3.6,0.94,4.8,-0.3,103.3,0.2,-5.0,-4.8
Nc1ccc(Br)cc1C(=O)c1ccccc1,-2.2,110.0,0.1,1.11,3.9,-6.5,99.8,-0.1,-5.3,-3.9
COc1ccc(N2CCN(C(CNC(=O)Oc3ccccc3)c3cccnc3)CC2)cc1 (stereo not drawn),0.0,105.8,4.3,1.12,4.0,-3.2,96.0,-0.1,-12.7,-4.0
CCOC(=O)CC1=C(C(=O)OCC)C2(C(=O)Nc3ccccc32)C(C#N)=C(N)O1 (stereo not drawn),0.0,111.7,-3.4,1.02,6.1,-8.9,103.1,-0.1,-7.1,-6.1
COc1ccc(NP(=O)(Nc2ccc(OC)cc2)Oc2ccccc2)cc1,0.9,107.5,-1.5,1.07,-10.2,-2.8,101.4,-0.6,-6.2,10.2
Cc1ccc2c(c1)c(=O)c1c3n2CCN(CC2CO2)C3CC1 (stereo not drawn),1.1,99.5,1.1,1.02,-10.1,6.2,97.0,0.0,-4.9,10.1
CCn1c(O)c(/C=N/NC(=O)c2ccncc2)c(=O)[nH]c1=S,4.3,103.5,-2.6,0.92,-12.7,-1.7,102.3,-0.2,8.8,12.7
COCCCN=Cc1c(O)[nH]c(=S)[nH]c1=O,0.6,.,-5.1,1.09,-15.7,.,103.4,0.0,-1.2,15.7
N#CC1=C(N)Oc2c(c(=O)oc3ccccc23)C1c1ccccc1OC(=O)c1cccs1 (stereo not drawn),6.6,106.0,5.4,1.04,12.6,-3.7,95.2,-0.3,-7.5,-12.6
O=C1N(c2cccc(Cl)c2)C(c2cccnc2)N2CCCN12 (stereo not drawn),0.6,92.5,-6.5,0.96,-4.9,10.7,105.0,-0.4,-3.0,4.9

# Compound profiles (already shown). Screens in order: RAM network inh | STAT3 act | STAT1 blocker | NF-kB expr up | APP 5UTR inh | STAT3 inh | STAT1 act | Hsp70 act | FLuc inh counter | APP 5'UTR act
# COCCCN=Cc1c(O)[nH]c(=S)[nH]c1=O across the screens: 0.6 | . | -5.1 | 1.09 | -15.7 | . | 103.4 | 0.0 | -1.2 | 15.7
# CCn1c(O)c(/C=N/NC(=O)c2ccncc2)c(=O)[nH]c1=S across the screens: 4.3 | 103.5 | -2.6 | 0.92 | -12.7 | -1.7 | 102.3 | -0.2 | 8.8 | 12.7
# CC(C)Oc1ccc(Cc2c(O)[nH]c(=O)[nH]c2=O)cc1 across the screens: -0.3 | 103.0 | -4.8 | 1.24 | -5.3 | 0.1 | 104.4 | -0.4 | -9.4 | 5.3
# Cc1ccc2c(c1)c(=O)c1c3n2CCN(CC2CO2)C3CC1 (stereo not drawn) across the screens: 1.1 | 99.5 | 1.1 | 1.02 | -10.1 | 6.2 | 97.0 | 0.0 | -4.9 | 10.1

# Further results follow:
SMILES,RAM network inh,STAT3 act,STAT1 blocker,NF-kB expr up,APP 5UTR inh,STAT3 inh,STAT1 act,Hsp70 act,FLuc inh counter,APP 5'UTR act
CCN(CC)CCNCC(=O)Nc1ccc(Cl)cc1C(=O)c1ccccc1,1.5,109.0,1.6,1.12,2.5,-12.6,98.5,-0.2,-9.3,-2.5
O=C(c1ccccc1)c1cn(CC(=O)N2CCCc3ccccc32)c2ccccc12,5.6,97.9,-0.6,0.87,-10.6,-0.5,100.5,-0.1,-3.4,10.6
OC(CNC1CCCCC1)c1ccccc1 (stereo not drawn),0.8,103.5,-12.6,0.98,-8.7,-1.5,111.6,-0.1,-14.9,8.7
CSc1ncc(CN2CCCC(C(=O)c3sccc3C)C2)cn1 (stereo not drawn),-0.6,105.8,7.9,1.05,-5.6,-2.2,91.5,-0.1,-4.6,5.6
CC1CCCN(C(=O)c2ccc(N3CC4CC(C3)c3cccc(=O)n3C4)c([N+](=O)[O-])c2)C1 (stereo not drawn),1.3,101.6,-3.1,1.06,11.1,-1.6,102.8,-0.4,-4.0,-11.1
N#CCCn1cc(C(=O)Nc2ccccc2Br)c(-c2ccc([N+](=O)[O-])cc2)n1,3.4,98.5,5.6,1.02,21.7,4.1,95.0,-0.2,-0.6,-21.7
COC(=O)N(c1ccccc1)P1(=S)OCCO1,0.7,102.4,-3.5,1.15,-5.0,1.6,101.6,0.0,1.9,5.0
O=P(O)(O)Cc1c(Cl)cccc1Cl,-1.1,103.5,8.1,1.05,8.1,-5.9,92.5,0.0,-1.6,-8.1
O=C1NC(=O)N(c2ccccc2)C(=O)/C1=C/c1ccc([N+](=O)[O-])s1,-1.7,95.9,4.4,1.01,11.4,7.3,95.3,-0.1,-4.1,-11.4
CCCCn1c(O)c(C=NCCN2CCCCC2)c(=O)[nH]c1=O,0.4,99.0,-0.5,1.32,6.8,3.8,100.4,-0.1,-9.7,-6.8
CCOC(C(=O)OCCCN(CC)CC)(c1ccccc1)c1ccccc1,-0.5,101.1,1.7,1.23,8.0,2.7,98.5,-0.4,-2.8,-8.0
